GLS inh: glutaminase GLS (human) inhibition | Potency, µM (series often up to 45.5 µM), for inactives: top-dose activity change, negative = inhibition, hits mostly inhibitors | GLS enzymatic activity, qHTS titration | O94925 | 0.21% of 410,000 active; also: % is scaled to controls: 0 for no effect and ±100 for the full control effect
Target sequence (O94925 whole entry, looked up): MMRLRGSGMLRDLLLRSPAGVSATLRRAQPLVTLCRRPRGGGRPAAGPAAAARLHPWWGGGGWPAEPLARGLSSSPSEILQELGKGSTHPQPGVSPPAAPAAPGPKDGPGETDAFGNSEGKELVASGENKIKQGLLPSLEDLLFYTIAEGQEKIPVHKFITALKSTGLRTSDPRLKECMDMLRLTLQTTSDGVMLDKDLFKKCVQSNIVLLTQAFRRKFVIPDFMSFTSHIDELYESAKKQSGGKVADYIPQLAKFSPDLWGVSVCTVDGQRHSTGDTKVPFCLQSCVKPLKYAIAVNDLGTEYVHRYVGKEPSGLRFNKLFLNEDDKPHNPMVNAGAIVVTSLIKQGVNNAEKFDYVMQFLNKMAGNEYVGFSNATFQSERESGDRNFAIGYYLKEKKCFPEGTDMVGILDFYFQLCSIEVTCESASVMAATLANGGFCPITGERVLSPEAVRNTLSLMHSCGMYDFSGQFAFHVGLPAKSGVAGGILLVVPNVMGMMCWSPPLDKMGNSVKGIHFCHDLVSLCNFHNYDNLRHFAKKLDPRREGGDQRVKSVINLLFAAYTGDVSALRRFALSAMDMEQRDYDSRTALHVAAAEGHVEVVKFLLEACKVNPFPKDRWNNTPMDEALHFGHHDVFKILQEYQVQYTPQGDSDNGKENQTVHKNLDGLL
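Enzyme dispensed in phosphate buffer (45 mM, pH 8.2, 0.02% Tween-20), compounds pinned in, then 1 mM L-glutamine solution and the glutamate oxidase–HRP–Amplex Red mix added; fluorescence read immediately and again after 30 min at room temperature.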
G9a inh: blocks human histone lysine methyltransferase G9a. Q96KQ7. 8.8% of 350,000 active. Potency, µM (top dose mostly 102 µM), without a hit: at the highest dose activity, negative = inhibition, hits mostly inhibitors. G9a H3K9 monomethylation, AlphaScreen, 2 h; also: % is scaled to controls: 0 for no effect and ±100 for the full control effect; nearly all actives have a fitted effect of over 75% in size
Target sequence (Q96KQ7 913-1193 limits assumed): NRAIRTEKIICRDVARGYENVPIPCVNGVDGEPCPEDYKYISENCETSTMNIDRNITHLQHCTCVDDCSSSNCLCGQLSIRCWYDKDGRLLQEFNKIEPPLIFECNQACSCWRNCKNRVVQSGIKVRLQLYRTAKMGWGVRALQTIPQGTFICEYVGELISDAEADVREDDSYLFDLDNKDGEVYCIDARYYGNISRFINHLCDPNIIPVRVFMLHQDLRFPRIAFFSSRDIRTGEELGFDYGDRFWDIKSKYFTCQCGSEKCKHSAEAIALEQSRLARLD
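G9a (20 nM) was preincubated 15 min with compound, then reacted 2 h at room temperature with 500 nM biotin-H3K9 peptide and 20 µM SAM. Monomethyl-H3K9 detected by AlphaScreen using anti-H3K9me1 antibody.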
BAZ2B inh: BAZ2B (human) inhibition; 4.4% of 360,000 active; Q9UIF8; AID 504333; AlphaScreen BAZ2B-H3K14Ac peptide displacement; Potency, µM (titrated, usually from 114 µM), for inactives: at the highest dose activity change, negative = inhibition, usual class: inhibitors; also: % is scaled to controls: 0 for no effect and ±100 for the full control effect; nearly all actives have a fitted effect of over 60% in size
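Compounds, titrated to a top concentration of 110 uM, were incubated 30 min at room temperature with preformed BAZ2B/acetyl-K14 H3 peptide complex (50 nM each). Proximity signal was measured by AlphaScreen after 20 min with beads.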
Tb PGK inh: T. brucei PGK inhibition | P07378 | PGK/GAPDH coupled, Kinase-Glo luminescence, 60 min | Potency, µM (doses to about 57.5 µM), without a hit: at the highest dose activity change, negative = inhibition, usual class: inhibitors | 0.043% of 380,000 active | AID 602233; also: % is scaled to controls: 0 for no effect and ±100 for the full control effect; nearly all actives have a fitted effect of over 60% in size
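Recombinant glycosomal PGK reaction used 1,3-bisphosphoglycerate generated in-well by GAPDH (100nM final) in 100mM TEA pH 7.6, 5mM MgCl2, 0.01% Tween-20. After 60 minutes at room temperature, ATP was read by Kinase-Glo Plus luminescence end-point.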
BLM helicase inh: blocks DNA unwinding by human BLM helicase; recombinant BLM DNA unwinding, fluorescence dequenching; Potency, µM (top dose mostly 56.1 µM), inactives show at the top dose activity change, negative = inhibition, most hits filed as inhibitors; 0.2% of 350,000 active;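 also: plate controls were vehicle for no effect and no enzyme for full effect; nearly all actives have a fitted effect of over 35% in size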
HP1b chromo inh: HP1-beta chromodomain-methylated histone interaction inhibition; AlphaScreen HP1-beta / biotin-H3K9me3 peptide binding; 0.56% of 390,000 active; P83916; Potency, µM (titrated, usually from 114 µM), inactives show top-dose activity change, negative = inhibition, usual class: inhibitors; also: nearly all actives have a fitted effect of over 70% in size; inactives centre near 23
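Compound inhibition of the preformed complex between 50 nM HP1-beta and 50 nM biotinylated H3K9me3 peptide was read by AlphaScreen. Buffer was PBS pH 7.4 with 0.01% Tween-20. Incubations ran 30 min at room temperature, with 10 ug/mL donor/acceptor beads.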
JMJD2A Tudor: inhibitors of human JMJD2A Tudor domain | AlphaScreen JMJD2A-Tudor / H3K4me3 peptide binding | Potency, µM (titrated, usually from 114 µM), without a hit: at the highest dose activity change, negative = inhibition, actives largely listed as inhibitors | 4.4% of 390,000 active | AID 504339; also: % is scaled to controls: 0 for no effect and ±100 for the full control effect; nearly all actives have a fitted effect of over 50% in size
POLI inh: DNA polymerase iota (human) inhibition. Q9UNA4. Pol iota fluorescent replication assay, 10 min. Potency, µM (series often up to 115 µM), for inactives: top-dose activity, negative = inhibition, usual class: inhibitors. 1% of 390,000 active
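Fluorescent replication assay read twice, at 0 min and 10 min after adding 50 nM (final) substrate. Enzyme (10 nM) and compounds were first incubated 15 min at room temperature; enzyme-free buffer wells were negative controls.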
Pin1 inh: human Pin1 inhibition; Q13526; Pin1 FP peptide displacement, HiFluor488, 10 min; Potency, µM (series often up to 115 µM), for inactives: at the top dose activity, negative = inhibition, usual class: inhibitors; 0.009% of 390,000 active; AID 504891; active = well fitted inhibition curve with a large enough effect in the polarisation, with a control signal flat, not every such curve was filed as active; inconclusive = small, poorly fitted or top-dose-only effect, or effect the other way, or a change in a side signal; inactive = no such curve, though single readings can be large or run the other way; the % refers to the polarisation; also: % is scaled to controls: 0 for no effect and ±100 for the full control effect
Target sequence (Q13526 whole entry, looked up): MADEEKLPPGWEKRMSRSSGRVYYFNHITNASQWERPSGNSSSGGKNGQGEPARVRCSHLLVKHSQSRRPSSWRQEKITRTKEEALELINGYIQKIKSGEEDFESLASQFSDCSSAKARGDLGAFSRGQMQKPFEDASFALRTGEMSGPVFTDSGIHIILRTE
Starred values were filed as active, the others as inactive; i = inactive; ? = inconclusive; nt = no result given; & = joins results of further samples; [ ] = remark or other dose. Unless noted, calls follow the shape of the dose curve; as a rule, active = well fitted curve in the direction sought with a large enough effect; inconclusive = small, poorly fitted or top-dose-only effect, or another doubt; inactive = no such curve, though single readings can be large; an effect the other way counts as inactive or inconclusive. Potency is read from the fitted curve at half-maximal effect. These rows are one share of the data; rates above refer to the full screens.

Under each structure – POLI inh	Tb PGK inh	Pin1 inh	GLS inh	JMJD2A Tudor	BLM helicase inh	HP1b chromo inh	BAZ2B inh	G9a inh
COc1ccc(NC(=O)COC(=O)c2ccc(NS(=O)(=O)/C=C/c3ccccc3)cc2)cc1
 : 149%[activator]	i	8%	-5%	3%	-6%	28%	2%	22%[59 µM]
CCC1CCCCN1C(=O)CSc1nc2c([nH]c3ccccc32)c(=O)n1-c1ccc(OC)cc1 (centres undefined)
 : 17%	-9%	-1%	4%	-9%	2%	16%[57 µM]	2%	6%[59 µM]
CCOc1cc(N2CCOCC2)c(OCC)cc1NC(=O)CN1CCCC1
 : 23%	i	-9%	6%	?	-1%	4%	13µM*	3.2µM*
O=C(COc1c(Br)cc(Br)c2cccnc12)N1CCc2ccccc2C1
 : 90%[activator]	3%	12%	-15%	-24%	-10%	29%	7%	-28%[59 µM]
Cc1ccc(OCC(=O)N2CCCCC2)c(Br)c1
 : 16%	-2%	-4%	3%	-3%	-4%	27%	-5%	21%[59 µM]
CCN(C(=O)COC(=O)c1cc(-c2ccccc2)nc2c1c(C)nn2-c1ccccc1)C1CCS(=O)(=O)C1 (centres undefined)
 : 5%	6%	7%	15%	23%	-3%	97%[activator]	16%	73%[activator][59 µM]
CC(Oc1ncnc2ccccc12)C(=O)Nc1cccc(S(=O)(=O)N2CCOCC2)c1 (centres undefined)
 : 21%	-6%	-3%	-16%	2%	4%	30%	-1%	?
Cc1ccc2c(Cl)cc(Cl)c(OCC(=O)O)c2n1
 : 130%[activator]	-3%	1%	8%	-7%	1%	11%	-22%	?
O=C(CC1C[C@H](C(=O)N2CCOCC2)[C@@]2(CCC3CCCC3)c3[nH]c4ccccc4c3CCN2C1=O)NCC12CC3CC(CC(C3)C1)C2 (some centres undefined)
 : 17%	i	-3%	-10%	-33%	nt	20%	nt	nt
Cc1cc(C(=O)Nc2ccc(OCc3ccccc3)cc2)c(C)o1
 : 121%[activator]	-21%	-3%	-13%	3%	-7%	23%	-2%	nt
CCCN(CC(=O)Nc1ccccc1C)C(=O)CCN1C(=O)c2cccc([N+](=O)[O-])c2C1=O
 : 12%	4%	-13%	2%	-1%	nt	17%	1%	?
CCOCCCNC(=O)c1c(NC(=O)Cc2coc3c(C)c(C)ccc23)sc2c1CCC2
 : -9%	-3%	4%	7%	-27%	2%	18%	-9%	-3%[59 µM]
CC(=O)N1CCN(c2nc(CC(C)C)c3c(c2C#N)CCC3)CC1
 : 56%[activator]	i	-6%	-3%	-14%	-7%	18%	-39%	?
Cc1ccc(S(=O)(=O)Oc2ccccc2/C=C2\SC(=O)NC2=O)cc1
 : -17%	-1%	1%	12%	-17%	1%	25%	?	50µM*
CCC1CSC(Nc2ccc(C(=O)/C=C/c3cccc(C)c3)cc2)=N1 (centres undefined)
 : ?	-10%	29%	0%	-30%	-9%	28%	?	2.8µM*
COc1cccc(CNC(=O)CCNC(=O)c2ccc(Br)o2)c1
 : 21%	-1%	-10%	17%	?	-2%	-1%	-11%	-4%[59 µM]
CCCSc1nnc(NC(=O)Cc2ccc(OC)c(OC)c2)s1
 : 87%[activator]	7%	-9%	-2%	-5%	-6%	5%	-37%	5%
O=C(O)c1ccc(CS(=O)c2cccc(C(F)(F)F)c2)o1 (centres undefined)
 : 9%	-8%	1%	-13%	-15%	-12%	4%	-37%	?
CCOc1cc(-c2nnc(SCC(=O)NC3CCCCC3)nc2-c2ccc(OC)c(OCC)c2)ccc1OC
 : 26%	i	-6%	-28%	-35%	0%	2%	79µM*	8.9µM*
COc1ccc(NC(=S)Nc2cccc3cnccc23)cc1
 : 80%[activator]	-12%	-3%	19%	-33%	-14%	-19%	-37%	25µM*
CCc1cc(=O)n2[nH]c(C)c(-c3ccccc3OC)c2n1
 : 3%	1%	-6%	16%	-6%	-3%	24%	15%	19%[59 µM]
CC(=O)Nc1ccc(N(C(=O)Cc2c[nH]c3ccccc23)C(C(=O)NC2CCCCC2)c2ccco2)cc1 (centres undefined)
 : 9%	0%	8%	-2%	-27%[57.1 µM]	-5%	27%	?	-18%[59 µM]
O=C(O)c1ccccc1C(=O)NNc1ccc(F)cc1F
 : -18%	i	2%	16%	-24%	-1%	22%	-12%	50µM*
Cc1ccccc1C(=O)OC1OC(=O)C(Cl)=C1N1CCOCC1 (centres undefined)
 : 155%[activator]	i	-2%	-15%	3%	-6%	48%[activator]	49%[activator]	46%[activator][59 µM]
Cn1c(=O)c2cc(S(=O)(=O)NC(C(=O)NCc3ccccn3)c3ccccc3)ccc2n(C)c1=O (centres undefined)
 : 8%	-10%	-8%	2%	-18%	3%	39%	-2%	4%
COc1ccc(CN2C(=O)CN(C3CCCCCC3)C(=O)C2c2ccc(OC)c(OC)c2)cc1 (centres undefined)
 : 22%	i	-6%	-2%	-26%	-6%	9%	-1%	?
Cc1ccc2c(c1)CCCN2C(=O)c1cc2ccccc2oc1=O
 : -5%	-8%	-3%	10%	-26%	-6%	-4%	-7%	?
Cc1ccc(C)c(OCC(=O)Nc2ccc(S(=O)(=O)Nc3ccccn3)cc2)c1
 : -2%	-8%	13%	2%	-23%[57.1 µM]	-3%	-16%	-5%	50µM*
COc1ccccc1NC(=O)Cn1cnc2sc(C(=O)Nc3cc(OC)c(OC)c(OC)c3)c(C)c2c1=O
 : 4%	5%	5%	-4%	-9%	-3%	40%[activator]	21%	nt
O=C(c1ccc(Cl)c(Cl)c1)N(Cc1ccco1)c1ccc(O)cc1
 : ?	-4%	-2%	9%	-22%	-11%	-8%	-37%	-39%[59 µM]
Cc1cccc(C(=O)NCCc2ccccc2)c1
 : 115%[activator]	-4%	0%	1%	13%	-1%	29%	-4%	4%
CCCNS(=O)(=O)c1ccc(OC)c(Cl)c1Cl
 : 17%	20%	-4%	-4%	-8%	-2%	18%	-2%	?
Cc1nn(C)cc1CNC(=O)c1ccccc1Br
 : -11%	-11%	-6%	1%	-9%	-6%	8%	0%	?
Cc1c(S(=O)(=O)Nc2cccc3ccccc23)c(=O)n(C)c(=O)n1C
 : 23%	i	10%	15%	-21%	nt	11%	5%	-6%
COc1cccc(NC(=O)CN(C)C(=O)c2ccc3c(c2)CC(c2ccccc2)OC3=O)c1 (centres undefined)
 : 2%	-4%	-1%	5%	89µM*	nt	-4%	?	18%[2.33 µM]
COCCn1c(C)cc(C2=NNC(=Nc3ccccc3F)SC2)c1C
 : 19%	-5%	-7%	-1%	89µM*	-7%	-24%	?	7.9µM*
COc1cccc(N2[C@@H](CC(C)=O)c3cc(C(F)(F)F)ccc3S2(=O)=O)c1
 : -13%&1%	9%	4%	-2%	-10%	nt	29%	nt	nt
CCOc1ccc2nc(NC(=O)CS(=O)(=O)c3ccc(Cl)cc3)sc2c1
 : -21%	-9%	13%	-7%	-31%	-1%	26%	-14%	-27%[59 µM]
O=C1/C(=C\c2ccc(O)c(O)c2)C(c2ccccc2)=NN1c1ccccc1
 : 22µM*	-6%	?	0%	14µM*	?	?	8.9µM*	4µM*
O=C(NCc1cccnc1)c1cc(-c2ccco2)on1
 : 14%	10%	-4%	-2%	-8%	-2%	23%	-34%	40µM*
COc1ccccc1C1C(C(=O)c2ccc(C)o2)=C(O)C(=O)N1c1cc(C)on1 (centres undefined)
 : 38%[activator]	2%	-7%	-7%	-10%	-1%	22%	?	89µM*
CC(=O)OC1CCC2(C)C(COc3ccc4ccc(=O)oc4c3)C(C)(O)CCC2C1(C)C (centres undefined)
 : -10%	-11%	0%	-12%	-21%	-11%	2%	-7%	18%[59 µM]
CCn1c(C)c2c(C)nnc(C)c2c1C
 : 12%	6%	-5%	-1%	-1%	-5%	5%	13%	18%[12.7 µM]
O=C(Nc1ccccc1)c1ccn[nH]1
 : 11%	-7%	5%	11%	0%	-12%	9%	18%	-6%[0.501 µM]
CCOC(=O)c1cc(NC(=O)c2ccccc2)c(=O)n2c1oc1ccc(Cl)cc12
 : 6%	-4%	9%	9%	-3%	-2%	63%[activator]	33%	38%[59 µM]

Entries of single compounds, looked up by structure. Order of screens: POLI inh | Tb PGK inh | Pin1 inh | GLS inh | JMJD2A Tudor | BLM helicase inh | HP1b chromo inh | BAZ2B inh | G9a inh
Entry for CCn1c(C)c2c(C)nnc(C)c2c1C → 12% | 6% | -5% | -1% | -1% | -5% | 5% | 13% | 18%[12.7 µM]
Entry for CCCNS(=O)(=O)c1ccc(OC)c(Cl)c1Cl → 17% | 20% | -4% | -4% | -8% | -2% | 18% | -2% | ?
Entry for COc1ccccc1C1C(C(=O)c2ccc(C)o2)=C(O)C(=O)N1c1cc(C)on1 (centres undefined) → 38%[activator] | 2% | -7% | -7% | -10% | -1% | 22% | ? | 89µM*
Entry for CC(=O)OC1CCC2(C)C(COc3ccc4ccc(=O)oc4c3)C(C)(O)CCC2C1(C)C (centres undefined) → -10% | -11% | 0% | -12% | -21% | -11% | 2% | -7% | 18%[59 µM]

(cont.)
Under each structure – POLI inh	Tb PGK inh	Pin1 inh	GLS inh	JMJD2A Tudor	BLM helicase inh	HP1b chromo inh	BAZ2B inh	G9a inh
COc1ccc(CNC(=O)c2ccccc2SCC(=O)N2CCCC2)cc1OC
 : -24%	2%	4%	-1%	-10%	nt	25%	-5%	45µM*
Clc1ccccn1
 : 8%	7%	-1%	1%	-18%	nt	22%	-4%	11%[0.501 µM]
CCC(c1nnnn1CCOC)N1CCN(Cc2ccccc2OC)CC1 (centres undefined)
 : -1%	i	1%	0%	?	1%	24%	3%	?
CC(C)(C)C(=O)NC1CC2CCCC(C1)N2C(=O)Nc1ccccc1 (centres undefined)
 : 60%[activator]	-4%	-6%	-9%	-1%	-1%	31%	-5%	34%
COc1ccc(NS(=O)(=O)c2ccc3oc(=O)c4[nH]c(=O)c(=O)n(C)c4c3c2)cc1
 : -27%	0%	-1%	-3%	11%	0%	48%[activator]	-17%	11%[59 µM]
Cc1ccc(NC(=O)/C(C#N)=C/c2cc(C)n(-c3ccc(F)cc3)c2C)cc1C
 : 15%	-2%	0%	4%	-10%	1%	33%	3%	17%[59 µM]
Cc1cc(C)nc(-n2nc(C)cc2NC(=O)CN2CCCC(C)C2)n1 (centres undefined)
 : 5%	2%[11.5 µM]	3%	-6%	-10%	2%	42%[activator]	nt	-5%[59 µM]
O=C(OCC(=O)N1CCOCC1)c1ccc2[nH]c3c(c2c1)CCCC3
 : -8%	10%	-2%	6%	-20%	-2%	9%	?	4%[59 µM]
